Screens deposited in PubChem by The Scripps Research Institute Molecular Screening Center.
PAFAH1B2 FP inh – blocks human PAF acetylhydrolase 1b catalytic subunit 2 | P68402 | recombinant PAFAH1B2, FP-rhodamine activity probe, fluorescence polarization | inhibition, % at 3.39 µM | hit rate 1.2% among 340,000 | AID 492953;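 active means inhibition above the mean of all tested compounds plus 3 SD, cut at about 24% in these data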;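 further: 0% = enzyme with DMSO and 100% = wells lacking PAFAH1B2; many of its hits are not listed in these tables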
LYPLA2 counter – LYPLA2 (human) inhibition in PME1 counter-screen; inhibition, % at 5.9 µM; hit rate 0.38% among 320,000; recombinant LYPLA2, FP-Rh probe fluorescence polarization; O95372; AID 2177;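 active means inhibition above the screen-wide mean plus 3 SD, limit set per campaign, cut at about 26% in these data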;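 further: 0% = LYPLA2 with DMSO and 100% = wells lacking LYPLA2 enzyme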
Target sequence (O95372 whole entry, looked up): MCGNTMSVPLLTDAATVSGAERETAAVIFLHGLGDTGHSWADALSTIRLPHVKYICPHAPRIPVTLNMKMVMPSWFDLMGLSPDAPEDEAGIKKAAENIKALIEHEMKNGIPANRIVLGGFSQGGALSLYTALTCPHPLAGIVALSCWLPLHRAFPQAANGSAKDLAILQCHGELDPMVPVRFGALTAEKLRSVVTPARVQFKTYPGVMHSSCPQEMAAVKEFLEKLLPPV
ZTA DNA inh – ZTA (EBV) inhibition in EBNA-1 counter-screen; inhibition, % at 11 µM; ZTA-DNA binding, fluorescence polarization; hit rate 0.15% among 320,000; P03206; in the data active means inhibition above about 33%
Target sequence (P03206 whole entry, looked up): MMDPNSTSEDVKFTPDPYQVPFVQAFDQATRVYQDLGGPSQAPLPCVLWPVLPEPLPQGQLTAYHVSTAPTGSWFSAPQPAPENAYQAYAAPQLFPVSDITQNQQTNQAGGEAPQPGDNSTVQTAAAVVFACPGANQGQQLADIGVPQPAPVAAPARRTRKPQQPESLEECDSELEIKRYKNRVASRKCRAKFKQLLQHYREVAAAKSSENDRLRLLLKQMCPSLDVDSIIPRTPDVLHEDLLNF
LYPLA1 counter – blocks human lysophospholipase 1, a PME1 counter-screen; hit rate 0.16% among 320,000; recombinant LYPLA1, FP-Rh probe fluorescence polarization; inhibition, % at 5.9 µM; AID 2174;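 active means inhibition above the mean of all tested compounds plus 3 SD, set per campaign, cut at about 14% in these data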;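 further: inhibitors block serine hydrolase probe labeling of LYPLA1 so polarization falls; 0% = enzyme with DMSO and 100% = wells lacking LYPLA1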
Target sequence (O75608 whole entry, looked up): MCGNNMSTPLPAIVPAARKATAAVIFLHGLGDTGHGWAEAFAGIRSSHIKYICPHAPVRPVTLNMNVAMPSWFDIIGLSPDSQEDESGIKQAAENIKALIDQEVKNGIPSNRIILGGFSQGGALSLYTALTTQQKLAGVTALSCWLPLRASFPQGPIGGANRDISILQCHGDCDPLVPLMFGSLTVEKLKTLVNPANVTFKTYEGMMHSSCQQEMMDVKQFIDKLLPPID
pPAFAH inh – pPAFAH (human) enzyme inhibition. Q13093. recombinant pPAFAH, FP-rhodamine probe fluorescence polarization. inhibition, % at 3.39 µM. hit rate 1.5% among 330,000;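 active means inhibition above the mean inhibition across the screen plus 3 SD, cut at about 25% in these data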;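 further: inhibitors block binding of the rhodamine activity-based probe so polarization drops; 0% = enzyme with DMSO and 100% = wells lacking pPAFAH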
PREPL inhibitor – inhibits the human prolyl oligopeptidase-like enzyme; inhibition, % at 5.96 µM; hit rate 0.68% among 320,000; recombinant PREPL, fluorescence polarization activity-based probe; Q4J6C6; AID 2751; in the data active means inhibition above about 43%;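 further: 0% = enzyme with DMSO and 100% = wells lacking enzyme; many of its hits are not listed in these tables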
PAFAH2 inh – PAFAH2 (human) inhibition. Q99487. inhibition, % at 3.39 µM. hit rate 0.99% among 340,000. recombinant PAFAH2, FP-rhodamine activity probe, fluorescence polarization;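 active means inhibition above the mean over all tested compounds plus 3 SD, cut at about 30% in these data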;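 further: inhibitors block probe labeling of enzyme so polarization drops; 0% = enzyme with DMSO and 100% = wells lacking PAFAH2 protein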
EBNA-1 inhibitor – blocks EBNA-1 binding to DNA. inhibition, % at 14.8 µM. AID 1950. hit rate 0.34% among 300,000. EBNA-1 DNA binding, fluorescence polarization; in the data active means inhibition above about 28%
PAFAH1B3 inh – inhibitors of human PAFAH1B3 | Q15102 | recombinant PAFAH1B3, FP-rhodamine probe, fluorescence polarization | inhibition, % at 3.39 µM | hit rate 0.28% among 340,000 | AID 492972;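 active means inhibition above the screen-wide average of all tested compounds plus 3 SD, cut at about 25% in these data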;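 further: 0% = enzyme with DMSO only and 100% = wells lacking PAFAH1B3 protein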
Target sequence (Q15102 whole entry, looked up): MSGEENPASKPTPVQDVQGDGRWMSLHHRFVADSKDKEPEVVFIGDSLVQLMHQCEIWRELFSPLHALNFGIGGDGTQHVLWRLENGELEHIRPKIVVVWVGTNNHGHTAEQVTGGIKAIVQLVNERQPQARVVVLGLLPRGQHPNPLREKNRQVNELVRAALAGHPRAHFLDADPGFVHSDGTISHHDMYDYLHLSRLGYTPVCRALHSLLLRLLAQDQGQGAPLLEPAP
* marks the source's active call; other numbers are inactive results; x = not tested or not shown.

SMILES	PAFAH1B2 FP inh	LYPLA2 counter	ZTA DNA inh	LYPLA1 counter	pPAFAH inh	PREPL inhibitor	PAFAH2 inh	EBNA-1 inhibitor	PAFAH1B3 inh
C/C(=N\NC(=O)CSCc1ccccc1Cl)c1cc(O)ccc1O	2	4	7	-2	18	-3	14	0	11
COc1ccccc1N(CC(=O)NC1CCCCC1)C(=O)c1csnn1	1	5	-3	-1	2	14	2	-16	-3
O=C(CN1CCCC1=O)NC1(C(F)(F)F)NC(=O)N(Cc2ccccc2)C1=O (configuration not stated)	-1	4	-9	0	-5	3	4	-6	-3
Cn1c(CNC2CCCCC2)nc2ccccc21	0	5	7	-2	0	2	5	3	7
COc1ccc(C)cc1NC(=O)Nc1ccc2c(c1)CCC2	0	-2	-1	-2	1	20	0	-4	2
COCc1c(C(=O)NCC2COc3ccccc3O2)oc2ccccc12 (configuration not stated)	2	3	14	-3	-2	-11	3	x	4
S=C(NCc1ccccc1)Nc1nccs1	6	-6	13	-1	-1	12	5	0	5
CC12CCC(=O)N1C(C(=O)Nc1nc(-c3cc(F)ccc3F)cs1)CS2 (configuration not stated)	3	-1	9	-2	-3	-1	-4	8	5
Cc1ccccc1CS(=O)(=O)Cc1ccc(C(=O)NCc2ccco2)o1	2	2	-9	4	25*	2	-3	13	1
Cc1ccc2c(c1)NCC(C(=O)NC1CCC(C)CC1)O2 (configuration not stated)	5	4	8	1	3	3	3	1	6
Cc1c(C)c2ccc(OCC(=O)N3CCC(C(=O)O)CC3)c(C)c2oc1=O	7	3	-17	1	-1	14	-2	-4	10
O=C(NC(=S)NC(CO)Cc1ccccc1)c1ccc(F)cc1 (configuration not stated)	1	-5	-2	-5	5	-18	5	16	2
CC(C)C(NS(=O)(=O)c1ccccc1F)C(=O)N1CCc2ccccc2C1 (configuration not stated)	3	2	7	0	1	-25	2	14	1
Cc1ccc(NC(=O)CN(C)C(=O)c2ccc(Cl)nc2)cc1	-1	-4	-4	-1	0	6	0	-3	1
COc1ccc(CC(=O)Nc2ccc(S(=O)(=O)Nc3ncccn3)cc2)cc1OC	3	-5	13	0	2	5	3	-2	14
O=C(NC1CCCc2c1cnn2-c1ccc(F)cc1F)c1cnccn1 (configuration not stated)	1	-3	-23	0	-2	14	0	1	-1
Cc1cc(C)cc(NC(=O)C(OC(=O)c2cccs2)c2ccccc2)c1 (configuration not stated)	-2	-44	3	-20	-9	0	-5	-10	-6
Cc1cc(NS(=O)(=O)c2ccc(NC(=O)C(C)N3C(=O)c4ccccc4C3=O)cc2)nc(C)n1 (configuration not stated)	6	5	-2	3	2	-3	-5	-4	1
CCOC(=O)/C=C1\SCC(=O)N1CC(=O)NC(c1ccccc1)c1ccccc1	-8	-5	-2	-5	-5	6	6	-14	2
CCCn1nnnc1NC(=O)COc1ccc(Cl)c(C)c1	7	2	-2	2	-5	12	0	-11	13
c1ccc(-c2ccccc2-c2nc(-c3cccnc3)no2)cc1	-4	3	-15	1	3	1	-4	-5	2
Cc1nnc2n(Cc3ccccc3)c(=O)c3c4c(sc3n12)COC(C(C)C)C4 (configuration not stated)	-1	3	2	-6	3	-4	-13	-7	-6
Cc1cc(NC(=O)C(C)SCC(=O)N(C)CC(=O)Nc2ccccc2Br)no1 (configuration not stated)	5	6	-1	3	-2	20	-7	2	8
O=C(O)CCC(NC(=S)Nc1ccccc1)C(=O)O (configuration not stated)	3	-5	-12	-1	0	13	5	-6	3
Cn1c(N)c(C(=O)COC(=O)c2ccc([N+](=O)[O-])o2)c(=O)n(C)c1=O	7	3	-14	2	10	-3	6	8	3
SMILES	PAFAH1B2 FP inh	LYPLA2 counter	ZTA DNA inh	LYPLA1 counter	pPAFAH inh	PREPL inhibitor	PAFAH2 inh	EBNA-1 inhibitor	PAFAH1B3 inh
COc1ccc(CN2CC(=O)N(c3cc(Cl)ccc3C)C2=S)cc1OC	-2	1	1	-2	7	-20	1	-6	4
O=C(C(=O)N1CCc2ccccc2C1)c1cn(CC(=O)N2CCCCC2)c2ccccc12	3	3	14	1	0	9	-6	-3	6
COc1cccc(NC(=O)c2ccc(NC(=O)C3CC(=O)OC34CCCCC4)cc2)c1 (configuration not stated)	-2	2	-1	-4	-1	-12	6	5	3
CCCCNS(=O)(=O)c1ccc(S(=O)(=O)NCc2ccncc2)cc1	0	0	8	-3	2	-1	-2	1	1
COc1cc2c(cc1OC)C(C)N(C(=O)c1cccc([N+](=O)[O-])c1)CC2 (configuration not stated)	8	3	-11	-1	-7	15	4	-6	2
CCOc1cc(/C=N/Nc2ncc(C)c(=O)[nH]2)ccc1O	-1	0	-1	5	6	26	5	-21	5
Cc1cccc(OCCC(=O)NCC(=O)Nc2cccc(C)c2C)c1	4	1	0	4	-2	-1	12	4	-4
COc1cc2c3nnc(-c4ccc(F)cc4)c-3cn(Cc3ccc(C)cc3)c2cc1OC	2	-4	7	-1	13	-42	-7	17	-1
CCC(C)(C)NC(=O)C(c1ccccc1)N(Cc1cccnc1)C(=O)c1csnn1 (configuration not stated)	5	14	-3	-2	4	4	8	5	14
Cn1c(=O)c2c(nc(NC3CCCCC3)n2CC(=O)C23CC4CC(CC(C4)C2)C3)n(C)c1=O	25*	-2	-8	-2	2	11	7	-7	-6
CC(OC(=O)c1cccc(S(=O)(=O)N2CCOCC2)c1)C(=O)NC1CCCCC1C (configuration not stated)	-1	-4	-6	-2	-7	13	0	x	11
CN1C(=O)C2CN(CCc3ccccc3)CNC2N(C)C1=O (configuration not stated)	4	-4	1	-1	-4	-6	-2	11	0
CCC12CN3CC(CC)(CN(C1)C3c1ccccc1Cl)C2O (configuration not stated)	3	-2	-6	-2	3	-4	-6	-7	-3
Cc1cc([N+](=O)[O-])nn1CC(=O)NNC(=S)Nc1ccc([N+](=O)[O-])cc1	-1	-1	-2	-3	7	0	7	12	3
O=C(NCc1ccncc1)c1cccc(F)c1	0	21	-13	-1	6	16	-5	4	-1
CC(C)(C)n1cc(S(=O)(=O)c2ccccc2)[nH]c1=O	8	0	9	-1	2	3	0	6	14
Cc1ccc2c(c1)N(C(=O)CCC(=O)N1CCC(C(N)=O)CC1)CC(C)O2 (configuration not stated)	4	-4	7	-2	5	-9	4	-1	3
CSc1n[nH]c(/N=C/c2oc(O)c3ccccc23)n1	3	2	14	-1	3	1	-1	4	9
CC1CCN(C(=O)C2CCN(S(=O)(=O)c3cccc4cccnc34)CC2)CC1	-2	1	5	0	5	0	7	7	6
CCOC(=O)c1ccc(NC(=O)CN2C(=O)C(CC)SC(CC)C2=O)cc1 (configuration not stated)	-2	-9	-6	-7	-6	-15	-6	4	-2
Fc1ccccc1N1CCN(C(c2cccs2)c2nnnn2CCc2ccccc2)CC1 (configuration not stated)	10	6	-14	1	10	-96	28	-6	2
CC1=C(C)CC(C(=O)N2CCN(C/C=C/c3ccccc3)CC2)C(C(=O)O)C1 (configuration not stated)	-2	-6	3	1	1	12	10	-2	4
CC(C)CC(=O)N1CCC(O)(CS(=O)(=O)Cc2ccc(Cl)cc2)CC1	0	11	8	1	18	5	-11	-15	11
COC(=O)c1c(NC(=O)CCN2CCOCC2)sc2c1CCCC2	3	1	5	0	7	5	0	1	6
OC1(Cc2ccccc2)CCNCC1	x	1	3	-3	-1	6	x	1	x
SMILES	PAFAH1B2 FP inh	LYPLA2 counter	ZTA DNA inh	LYPLA1 counter	pPAFAH inh	PREPL inhibitor	PAFAH2 inh	EBNA-1 inhibitor	PAFAH1B3 inh
c1ccc2[nH]c(CCCCc3nc4ccccc4[nH]3)nc2c1	2	-3	-12	0	2	-7	3	-7	8
COc1ccc(NC(=O)C2CCCN(S(=O)(=O)c3c(C)n[nH]c3C)C2)c(OC)c1 (configuration not stated)	6	0	-20	5	7	3	-4	-4	6
CCOC(=O)CCNC(=O)N1CCCC(N(C)CCc2ccc(OC)c(OC)c2)C1 (configuration not stated)	3	-4	1	-1	1	-1	-1	-6	7
CC1CCCC2(C1)NC(=S)c1c(sc3c1CCCC3)N2 (configuration not stated)	4	6	-19	-3	10	10	10	3	12
O=C(NNC(=O)c1cccnc1)Nc1ccc(Cl)c(Cl)c1	3	12	1	3	1	6	0	5	-2
Cc1cccc(NC(=S)N2CCN(C(=O)c3ccco3)CC2)c1C	0	4	0	0	0	-2	4	-6	-5
CC(C)N(Cc1ccccc1)C(=O)COC(=O)C1CCN(S(=O)(=O)c2ccc3c(c2)OCCO3)CC1	1	0	10	-1	7	6	-7	-2	5
CCOC(=O)c1cc(-c2nnc(-c3cc(OC)c(OC)c(OC)c3)o2)c(C)nc1C	3	8	0	0	2	8	0	6	2
O=C(NC(=S)NCc1ccc2c(c1)OCO2)c1ccccc1	0	-5	-2	-2	4	3	-6	1	11
Cc1cc(C)c2c(N)c(-c3nc4ccccc4[nH]3)sc2n1	5	-5	5	-2	8	78*	1	-17	6
Cc1ccc(NC(=O)COC(=O)c2ccc3c(=O)n4c(nc3c2)CCC4)c(Br)c1	7	3	-13	-1	-1	-5	-6	x	7
O=C(O)c1ccc(COc2ccc(/C=N/NC(=O)c3cccs3)cc2)cc1	0	-2	-2	-1	-5	1	1	-3	-3
COc1ccc(-n2c(=O)c3c4c(sc3n(CC(=O)Nc3cc(C)[nH]n3)c2=O)CCC4)c(OC)c1	1	-1	6	-7	-1	7	6	-5	8
Cn1ccsc1=NC(=O)c1ccccc1OC(F)F	7	-6	10	0	-5	2	2	-2	8
C=CCn1cnc2scc(-c3ccc(C)c(C)c3)c2c1=O	5	-1	19	-3	2	3	-5	4	4
C=CCN(C(=O)c1csnn1)C(C(=O)NC1CCCCC1)c1ccccc1F (configuration not stated)	8	-1	24	2	4	10	-10	6	10
Cc1ccc(N2C(=O)CC(Sc3ncn[nH]3)C2=O)cc1 (configuration not stated)	4	-12	15	-4	2	3	5	10	5
C/C(=N\NC(=O)Cn1nc(C)c(Br)c1C)c1cccs1	0	1	20	1	5	-4	-3	-3	2
CN(C)CCCNC(CC(=O)Nc1cccc([N+](=O)[O-])c1)C(=O)O (configuration not stated)	-1	3	-24	3	-1	23	5	-16	0
N#CC1=C(N)NC(SCC(=O)Nc2ccccc2)=C(C#N)C12CCCC2	1	-5	5	-7	7	1	0	-1	0
Cc1ccc(N/N=C2/CCCNC2=O)cc1	1	0	-10	2	4	12	5	-8	-6
CC1(C)CC(=O)C=C(Nc2ccc(Cl)cc2)C1	6	8	-26	4	3	-3	-1	6	10
O=[N+]([O-])c1cc(C(F)(F)F)ccc1NCCc1c[nH]c2ccccc12	1	-2	6	-4	6	25	3	2	-10
COC(=O)C1=C(C)NC2=C(C(=O)CC(C)(C)C2)C1c1cccc(C)n1 (configuration not stated)	-1	2	6	0	2	10	4	7	10
COc1ccc(CC(=O)n2nc(-c3cccnc3)nc2N)cc1	1	3	-2	-4	4	-1	6	9	14
COC(=O)c1c(NC(=O)COC(=O)c2ccc(C)s2)sc2c1CCCCC2	2	-7	3	-3	1	-2	4	7	-4

Three compounds from above, sorted by the number in PAFAH2 inh, lowest first:
| SMILES | PAFAH2 inh |
| --- | --- |
| CC(C)N(Cc1ccccc1)C(=O)COC(=O)C1CCN(S(=O)(=O)c2ccc3c(c2)OCCO3)CC1 | -7 |
| C/C(=N\NC(=O)Cn1nc(C)c(Br)c1C)c1cccs1 | -3 |
| COC(=O)c1c(NC(=O)COC(=O)c2ccc(C)s2)sc2c1CCCCC2 | 4 |

The list is partial (hit frequency here may not be typical).
